Source: PubChem BioAssay (National Center for Advancing Translational Sciences (NCATS))
Pf Dd2 growth – inhibitors of Plasmodium falciparum Dd2 growth. P. falciparum Dd2 growth, SYBR Green, 72 h. Potency, µM (top dose mostly 28.9 µM), without a hit: at the highest dose activity, negative = inhibition, hits mostly inhibitors. 4.3% of 120,000 active. AID 1347417; active = well fitted inhibition curve with a large enough effect; inconclusive = small, poorly fitted or top-dose-only effect; inactive = no such curve, though single readings can be large or run the other way;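 note: plate controls were DMSO vehicle for no effect and reference drug for full effect; nearly all actives have a fitted effect of over 65% in size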
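Readout: SYBR Green fluorescence, 485 nm excitation, 535 nm emission, after ~16 h lysis at 37C. Before that, Dd2-infected red cells (2.5% hematocrit) grew 72 h with compound, 29 uM top final concentration.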
Numbers without * were called inactive; i = inactive; u = inconclusive; & = joins results of further samples; [ ] = remark or other dose. Potency is the fitted concentration of half-maximal effect. Not all compounds are listed, so the mix of outcomes need not match the whole.

SMILES	Pf Dd2 growth
CCn1cc(C(=O)NCCc2ccc(C)cc2)c(=O)c2cc(S(=O)(=O)N3CCCCC3)ccc21	i
COc1cccc(CN(C)Cc2ccc(C)o2)c1O	u
COc1cc(CN2CCc3nc(N4CCN(C)CC4)[nH]c(=O)c3CC2)cc(OC)c1OC	i[5.79 µM]
Cc1ccc(Nc2ncncc2-c2nc(-c3ccccc3)no2)c(F)c1	u
CCn1ncc(N2CCCC(CC(=O)NCc3cccnc3)C2)cc1=O (stereo not given)	17.1%
CCOc1cccc(CNC(=O)c2ccc(N3CCCC3)c(NC(=O)Nc3ccccc3CC)c2)c1	13.8%
COCCOCc1nc(C2CCCN2C(=O)Nc2ccccc2F)no1 (stereo not given)	-9.7%
COc1ccnc(-c2nnc3ccc(Nc4cc(OC)c(OC)c(OC)c4)nn23)c1	u
O=C(c1ccccc1)N1CCC(c2nn(-c3ccc(F)cc3)c(=O)[nH]2)CC1	9.0%
CCOc1ccc(CCNC(=O)Cn2nc(CC)n3c(cc4sc(CC)cc43)c2=O)cc1OCC	u
CC(=O)N1CCC(C2CCN(S(=O)(=O)c3cccnc3)C2)CC1 (stereo not given)	4.5%
Cc1ccc(S(=O)(=O)c2c(Nc3cccc(Cl)c3)sc(C(=O)c3ccc4c(c3)OCO4)c2N)cc1	7.94µM*
O=C(CCc1ncc(-c2ccccc2)o1)Nc1ccc2c(c1)C(=O)N1CCC[C@H]1C(=O)N2	-15.2%
Cc1ccc(C)c(N2CCN(C(=O)c3cc(S(=O)(=O)N4CCCC4)c[nH]3)CC2)c1	5.3%
COc1ccc(Br)cc1CNC(=O)CN1C(=O)c2cccnc2Oc2ccc(C)cc21	i
CCOCCCNC(=O)C(c1ccc(C)cc1)N(Cc1ccc2c(c1)OCO2)C(=O)c1ccccc1O (stereo not given)	-2.8%
CCOc1ccc(CNC(=O)c2cnc3sc(N4CCCCCC4)nn3c2=O)cc1OC	i
CNC(=O)[C@@H](c1ccccc1F)N1CCC[C@H]1C(=O)N(C)Cc1ccccc1	i
CCC(CC)NC(=O)C1Cn2cccc2C(=O)N1C (stereo not given)	58.6%[activator]
O=C1CCN(Cc2ccccc2)CCOCCN1	-0.2%
Cn1c(C(=O)NCc2ccccc2F)cc2cc(S(=O)(=O)N3CCCCC3)ccc21	-9.0%
COC(=O)CSc1ccc2nnc(CCNS(=O)(=O)c3ccccc3)n2n1	-5.3%
O=C1NC2(CN(Cc3cccc4ccccc34)C2)Oc2ccccc21	u
COCCNC(=O)[C@H]1C[C@H](Oc2ccccc2)CN1C(=O)c1ccccc1	19.7%
CCN(Cc1ccccc1)S(=O)(=O)c1ccc2[nH]c3c(c2c1)CCCCC3	12.6µM*

(cont.)
SMILES	Pf Dd2 growth
CN(C)C[C@@H]1CN(S(C)(=O)=O)C[C@H]1NC(=O)CC1=CCCCC1	-15.9%
COc1ccc(C(=O)NCc2nnc(SCC(=O)Nc3ccc(C)cc3)n2-c2ccccc2)cc1	i[5.79 µM]
O=C(c1cnccn1)N1CCC2(CC1)NCCc1c2[nH]c2ccccc12	u
Cc1cccc(C(=O)NCCC2CCN(C(=O)Nc3ccc(F)cc3F)CC2)c1	-17.7%
C=CCN(C)C(=O)CC1COc2ccc(C(=O)N(C)C)cc2N1C (stereo not given)	-4.3%
O=C(COc1ccccc1)N1CCC2(CC1)CC(N(Cc1ccccc1)C1CC1)CCO2 (stereo not given)	3.16µM*
CCC(C)NC(=O)c1ccc2c(c1)N(Cc1cccc(Cl)c1)C(=O)c1ccccc1S2=O (stereo not given)	-22.6%
O=C(NCc1ccc(Cl)cc1)c1cnc(N2CCCCC2)c2ccccc12	5.0%
CC(C)NC(=O)N1CCN(c2cccc(C=O)c2)C(=O)C1	43.8%[activator][44.1 µM]
O=C(Cc1c[nH]c2ccccc12)N1CCC(c2noc(C3CC3)n2)C1 (stereo not given)	i[5.79 µM]
CC(C)(C)C1CCC2(CC1)NC(=O)N(CC(=O)Nc1ccc(F)cc1F)C2=O (stereo not given)	i
C=CCN1CC(C(=O)N2CCn3cncc3C2)CCC1=O (stereo not given)	-9.5%
COc1ccc(/C=C/c2ccc3c(c2)C(=O)N2CC[C@H](NC(=O)CCC(=O)O)[C@H]2C(=O)N3)cc1	-15.1%
CCCS(=O)(=O)N1CCCC(c2nc(-c3ccccc3)no2)CCNC(=O)CC1 (stereo not given)	-22.3%
Cc1ccccc1CN1CCC2(CC1)Cc1ccccc1CNC2=O	-25.8%
Cc1ccc(CNC(=O)N2CC[C@@H]3C(=O)NCCCCCCN(Cc4ccncc4)[C@@H]3C2)cc1	u
CCOC(=O)c1c(S(=O)(=O)N2CCCC(C(=O)Nc3ccc(OCC)cc3)C2)c(C)n(C)c1C (stereo not given)	i
Cc1nnc([C@@H]2CC(F)(F)CN2C(=O)c2ccc3ncccc3c2)o1	i
CCN1CCC2(CCC1=O)CN(Cc1ccc(C(=O)O)cc1)CCN2C (stereo not given)	-12.5%
CC(C)OCCCNC(=O)C1Cn2cccc2C(=O)N1Cc1cccnc1 (stereo not given)	-12.8%
O=C(C1CC1)N1CCC(c2noc(-c3ccccc3)n2)C1 (stereo not given)	i[5.79 µM]
COc1ccc(Br)cc1CNC(=O)CCC(=O)N1CCSc2ccccc21	11.2%
COc1cccc(N2CCN(S(=O)(=O)c3ccc(-c4ccno4)cc3OC)CC2)c1	i
CCCc1ncncc1C(=O)N1CCCC2(CC1)CNC(=O)O2 (stereo not given)	9.2%
O=Cc1ccc(N2CCN(C(=O)Nc3ccccc3)CC2=O)cc1	2.2%

Going on with the list.
SMILES	Pf Dd2 growth
COC(=O)CNC(=O)N1CCc2c(nc3cc(-c4ccccc4Cl)[nH]n3c2=O)C1	-1.6%
CN(C)C[C@@H]1CN(C2CCOCC2)C[C@H]1NC(=O)c1ccoc1	13.9%
COCCOCC(=O)N1CCCCCNC(=O)[C@@H]2CCC[C@@H]21	5.8%
Cc1ccccc1OCc1nc(C2CN(C(=O)Cc3c[nH]c4ccccc34)C2)no1	u
COc1ccc(NC(=O)c2cc3c(s2)-c2c(C)cccc2OC3)c(OC)c1	52.3%[activator][5.79 µM]
CN(C)c1cc(N2CCCC(NC(=O)Cc3cccc(F)c3)C2)ncn1 (stereo not given)	i[5.79 µM]
O=C1CCCN1Cc1noc(-c2cccc(Cl)c2)n1	88.8%[activator]
CCN(CC)Cc1cnc2c(C(=O)NCCc3cccs3)cnn2c1	-20.5%
CC(C)NC(=O)c1cc(Br)cn2ccnc12	-14.5%&-17.6%[44.1 µM]
CC1(c2noc(-c3ccccn3)n2)CCN(C(=O)C2CCN(C(=O)c3ccc(=O)[nH]c3)CC2)CC1	14.6%
O=S(=O)(c1ccc(C(F)(F)F)cc1)N1CCC(n2cnnc2C2CC2)CC1	25.7%
COc1cccc(NC(=O)Cn2c(-c3ccc(F)cc3)nc(C)c(CCO)c2=O)c1	-22.8%
CCC(Cc1ccccc1)NC(=O)Cn1ncc2c3ccccc3n(Cc3ccccc3)c2c1=O (stereo not given)	u
Cc1cccc2ncc(C(=O)N3CC[C@H](CO)[C@@H](O)C3)c(=O)n12	-10.7%
COc1cc(OC)c(NC(=O)c2nc(-c3ccncc3)no2)cc1Cl	-25.2%
COc1ccc(C(C)NC(=O)Cn2c(C)cc3nc4n(c(=O)c32)CCCC4)cc1 (stereo not given)	i
Cc1c(CNCc2ccc(Cl)cc2)c(C(=O)O)c(C)n1Cc1ccc(F)cc1	u
COc1cccc(N2C(=O)NC(=NC3CCCC3)C23CCCN(CC2CC2)C3)c1 (stereo not given)	u
O=C(C1CCC1)N1CC[C@H]2COC(=O)N2c2cc(F)ccc2C1	-2.3%[44.1 µM]
COc1ccc(C)cc1NC(=O)c1cc2c(s1)-c1ccccc1SC2	-12.4%
Cc1ccc(NC(=O)N2CC(c3nnc(-c4ccncc4)o3)C3(CCOCC3)C2)cc1 (stereo not given)	-1.4%
NC(=O)c1cc(S(=O)(=O)NCc2cccc(Br)c2)cs1	i
CCCCN1CC(c2nc3ccccc3n2CCCCOc2cc(C)ccc2C)CC1=O (stereo not given)	u
Cc1ccc(N2C(=O)N[C@@H]3CCN(C(=O)CC4(CC(=O)O)CCCC4)[C@@H]3C2=O)cc1	25.8%[44.1 µM]
COc1ccccc1CNCc1ccc(C(=O)O)s1	31.1%[activator]

Some of the entries so far, bar-delimited:
compound | Pf Dd2 growth
CCOc1ccc(CCNC(=O)Cn2nc(CC)n3c(cc4sc(CC)cc43)c2=O)cc1OCC | u
CC(=O)N1CCC(C2CCN(S(=O)(=O)c3cccnc3)C2)CC1 (stereo not given) | 4.5%
Cc1ccc(S(=O)(=O)c2c(Nc3cccc(Cl)c3)sc(C(=O)c3ccc4c(c3)OCO4)c2N)cc1 | 7.94µM*
O=C(CCc1ncc(-c2ccccc2)o1)Nc1ccc2c(c1)C(=O)N1CCC[C@H]1C(=O)N2 | -15.2%

Remaining list, next part:
SMILES	Pf Dd2 growth
Cc1cc(C)cc(OCCn2c(C3CC(=O)N(c4ccccc4Cl)C3)nc3ccccc32)c1 (stereo not given)	u
CC(=O)c1c(C)oc2c(Cl)cc(NS(=O)(=O)c3ccc(Cl)cc3)cc12	53.0%[activator]
O=C(NCc1cccnc1)C(=O)NCC(c1cccnc1)N1CCN(c2ccccc2)CC1 (stereo not given)	-5.3%
CCCNC(=O)C(C)n1nc(C)c2c(C)n(-c3ccccc3)nc2c1=O (stereo not given)	19.7%
COc1ccccc1[C@@H]1CN(C(=O)c2ccc3n[nH]nc3c2)C[C@H]1C(=O)O	8.4%
CCc1cccc(-n2nnc(-c3nc(-c4cccs4)no3)c2N)c1	-2.0%
CCOC(=O)C1CCN(C(=O)c2nn(-c3ccc(C)cc3)c(=O)n(C)c2=O)CC1	11.2%[5.79 µM]
Cn1cccc1C(=O)N1CCC(C(=O)N2CCCCCCNC(=O)CC2)CC1	19.4%
CCCn1cc2c3c(cccc31)CN(C(=O)COc1ccccc1)CC2	u
O=C(CN1CCCCCC1)N1CCC(N2C(=O)C3(CCCC3)C2c2ccccc2)CC1 (stereo not given)	4.47µM*
CC1(CNC(=O)c2cccs2)CCOCC1	-20.3%
Cc1ccc2cccc(NC(=O)C(C)(C)Oc3ccc(Br)cc3)c2n1	5.3%
Cc1nn(C)c(C)c1S(=O)(=O)N1CCC2(CC1)CC(N(C)Cc1ccccc1)CCO2 (stereo not given)	i
O=C(c1ccc(Cl)s1)N1CCCC2(C1)Nc1cccnc1NC2=NC1CCCC1 (stereo not given)	u
COc1ccccc1CNC1(Cc2cc(COc3ccccc3)on2)COC1	u
CCc1ccccc1S(=O)(=O)Nc1cccn2nc(C(C)C)nc12	8.91µM*
CN(Cc1ccccc1)C(=O)c1ccc2c(c1)N(Cc1ccc(Cl)cc1)C(=O)c1ccccc1S2=O (stereo not given)	u
CCc1ccc(C(=O)N2CCN(c3cc(-c4ccc(F)cc4)[nH]n3)CC2)cc1	i
O=C(NC1CCCN(c2cc(-c3ccccc3)[nH]n2)C1)c1c[nH]c2ccccc12 (stereo not given)	-13.0%
COc1cc(Cl)ccc1C(=O)N1CC[C@@H]2CN(S(C)(=O)=O)[C@@H]2C1	6.6%
O=C(CCCc1ccccc1)Nc1ccnn1C1CCN(C(=O)CCn2cncn2)CC1	-18.5%
COc1ccc(-c2cc(N3CCCC(NC(=O)c4cccc(Cl)c4)C3)n[nH]2)cc1 (stereo not given)	u
COCCCNC(=O)C1CCN(C(=O)N2CC3CC(C2)[C@H]2CCCC(=O)N2C3)CC1 (stereo not given in full)	i
CC1CCCCN1c1ccc(C(N)=O)cc1NC(=O)c1cccc(-n2cnnc2)c1 (stereo not given)	u
COc1ccc(CC(=O)Nc2nnc3n2CCS3)cc1OC	21.9%

Four of the compounds above, as labelled records:
> CCc1cccc(-n2nnc(-c3nc(-c4cccs4)no3)c2N)c1
  Pf Dd2 growth: -2.0%

> CCCNC(=O)C(C)n1nc(C)c2c(C)n(-c3ccccc3)nc2c1=O (stereo not given)
  Pf Dd2 growth: 19.7%

> COc1ccccc1CNC1(Cc2cc(COc3ccccc3)on2)COC1
  Pf Dd2 growth: u

> COc1ccccc1[C@@H]1CN(C(=O)c2ccc3n[nH]nc3c2)C[C@H]1C(=O)O
  Pf Dd2 growth: 8.4%

Later entries:
SMILES	Pf Dd2 growth
O=C(N[C@H]1CO[C@H]2[C@@H]1OC[C@@H]2Nc1nccc(-c2ccco2)n1)c1ccco1	i
COc1ccc(CC(=O)N2CC[C@@H](CC(=O)O)[C@@H](CCN3CCC(C(N)=O)CC3)C2)cc1	57.4%[activator]
Cc1cccc(N2CCN(CC(=O)N3CC[C@@](C)(O)[C@@H](O)C3)CC2)c1	4.7%
NCc1cccc(-c2cc(F)cc(F)c2)c1	10µM*
COc1ccc(OC2CN(Cc3ccc(NC(C)=O)cc3)C2)cc1	-2.6%
CN1CCC(N2C[C@@H]3C[C@H](C2)c2c(NC(=O)c4ccccn4)ccc(=O)n2C3)CC1	2.6%[44.1 µM]
CCCCCn1c(CNC(=O)c2ccc(F)cc2)nc2ccccc21	u
Cn1c(=O)c2c(SCC(=O)NCc3ccco3)nc(-c3cccc(F)c3)nc2n(C)c1=O	5.4%
CCCc1cc(=O)n2[nH]c(NC(=O)c3ccccc3Cl)nc2n1	8.5%
COc1ccc(CCNC(=O)CCCn2c(=O)c3ccccc3n(CC(=O)Nc3c(C)cc(C)cc3C)c2=O)cc1OC	-7.2%
COc1ccc(-c2cc(N3CCCC(NC(=O)c4ccccc4Cl)C3)n[nH]2)cc1 (stereo not given)	i
CCCCc1nn2c(=O)cc(COC(=O)c3ccc(NC(=O)c4ccccc4C)cc3)nc2s1	u
CC(C)CN1CC2(CCN(C(=O)Cc3c[nH]c(=O)n(C)c3=O)CC2)CC1=O	10.9%
O=C1OC[C@@H]2CCN(Cc3ccc(F)c(F)c3)Cc3ccc(F)cc3N12	u
